AMA1-RON2 inh: AMA1-RON2 (P. falciparum) interaction inhibition. AlphaScreen AMA1-biotinylated RON2 peptide binding. Potency, µM (series often up to 58.2 µM), for inactives: top-dose activity change, negative = inhibition, usual class: inhibitors. 0.2% of 360,000 active. AID 720542;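 further: potency means the concentration at half of the fitted maximal effect; 0% = vehicle wells and -100% = peptide control; nearly all actives have a fitted effect of over 45% in size; some results filed as inactive show a strong effect at the top dose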
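AMA1 (3D7) with his tag at 25 nM final met compounds first, then biotinylated RON2 peptide at 25 nM; detection used donor plus acceptor beads, 10 µg/mL apiece, read by AlphaScreen after 30 min at room temperature.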
Shiga inhibitor: blocks Shiga toxin action in Vero cells. Vero cells, Shiga toxin protein synthesis inhibition reporter. 9.2% of 290,000 active. inhibition, % at 38.7 µM; in the data active means inhibition mostly above about 28%, no sharp cut-off; inactive means mostly below about 43%; further: 0% is about no effect
Pf growth 96h: P. falciparum growth inhibition at 96 hours. Potency, µM (top dose mostly 28.7 µM), inactives show at the top dose activity change, negative = inhibition, hits mostly inhibitors. AID 504834. 6.9% of 320,000 active. P. falciparum luciferase reporter growth, 96 h; further: potency means the concentration at half of the fitted maximal effect; on the % scale 0 is the no-effect control and ±100 the full control effect
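Parasite growth measured via integrated firefly luciferase reporter in P. falciparum. Infected erythrocytes at 2% hematocrit, 0.05% parasitemia final were treated 96 hours at 37 C under 5% CO2, and luminescence was read.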
LmPK inhibitor: LmPK (Leishmania mexicana) enzyme inhibition; purified LmPK, Kinase-Glo ATP luminescence, 1 h; 0.37% of 290,000 active; Q27686; Potency, µM (series often up to 57.5 µM), for inactives: at the top dose activity change, negative = inhibition, most hits filed as inhibitors; AID 1721; further: potency means the concentration at half of the fitted maximal effect; on the % scale 0 is the no-effect control and ±100 the full control effect
Target sequence (Q27686 whole entry, looked up): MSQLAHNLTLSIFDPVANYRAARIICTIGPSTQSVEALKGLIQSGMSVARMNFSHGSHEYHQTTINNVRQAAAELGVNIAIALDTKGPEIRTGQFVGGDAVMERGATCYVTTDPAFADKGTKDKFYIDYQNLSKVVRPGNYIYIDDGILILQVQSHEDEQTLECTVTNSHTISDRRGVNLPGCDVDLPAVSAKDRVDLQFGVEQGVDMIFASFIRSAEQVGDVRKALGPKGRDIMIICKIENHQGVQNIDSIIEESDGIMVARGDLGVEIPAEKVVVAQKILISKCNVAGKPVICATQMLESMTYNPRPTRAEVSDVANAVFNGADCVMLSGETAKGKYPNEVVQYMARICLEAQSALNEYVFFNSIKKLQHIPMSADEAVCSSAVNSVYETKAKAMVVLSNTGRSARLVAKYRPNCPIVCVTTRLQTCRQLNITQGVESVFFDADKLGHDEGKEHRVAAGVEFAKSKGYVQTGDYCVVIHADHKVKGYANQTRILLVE
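ATP generated from ADP (0.1 mM) and PEP (0.5 mM) by 0.1 nM LmPK over 1 h at room temperature (pH 7.2 imidazole buffer) was detected by coupled luciferase luminescence. Values were normalized to uninhibited and no-enzyme wells.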
TbPYK inhibitor: blocks Trypanosoma brucei pyruvate kinase; Q57TT1; TbPYK enzyme, Kinase-Glo Plus ATP luminescence, 45 min; Potency, µM (series often up to 76.8 µM), inactives show at the top dose activity, negative = inhibition, most hits filed as inhibitors; 0.12% of 410,000 active; AID 624173; further: potency means the concentration at half of the fitted maximal effect; on the % scale 0 is the no-effect control and ±100 the full control effect; nearly all actives have a fitted effect of over 50% in size
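Readout: single end-point luminescence (Kinase-Glo Plus, 10 min). Reaction conditions were TbPYK/substrate plus 130 uM ADP, 45 min at RT, pH 7.2 TEA buffer. No-enzyme wells served as controls, and data were normalized before concentration-response fitting.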
Pf growth 48h: inhibits P. falciparum growth in the first generation, 48 h. P. falciparum luciferase growth in erythrocytes, 48 h. Potency, µM (titrated, usually from 28.7 µM), inactives show at the top dose activity change, negative = inhibition, most hits filed as inhibitors. 5.9% of 310,000 active. AID 504832; further: potency means the concentration at half of the fitted maximal effect; on the % scale 0 is the no-effect control and ±100 the full control effect
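Luminescence readout; reporter = integrated firefly luciferase in P. falciparum. RBC culture at 2% hematocrit, 0.1% parasitemia final, 37 C/5% CO2; decreased signal taken as growth inhibition.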
CHX counter: affects cycloheximide protein synthesis inhibition readout, counter-screen; cell reporter, cycloheximide protein synthesis inhibition counterscreen; max response, %; 12% of 300,000 active; AID 2314; in the data active means max response mostly above about 13%, no sharp cut-off; inactive means mostly below about 14%; further: read at 38.3 µM for the half of the compounds with a filed dose; 0% is about no effect
Starred values were filed as active, the others as inactive; ? = inconclusive; . = not tested or not shown; [ ] = remark or other dose. Unless noted, the call rests on the fitted dose curve; in most records, active means well fitted curve in the direction sought with a large enough effect; inconclusive means small, poorly fitted or top-dose-only effect, or another doubt; inactive means no such curve, though single readings can be large; an effect the other way counts as inactive or inconclusive. Rows were taken by chance, and some 21% of all compounds hit somewhere here.

Molecule,AMA1-RON2 inh,Shiga inhibitor,Pf growth 96h,LmPK inhibitor,TbPYK inhibitor,Pf growth 48h,CHX counter
COc1cccc(-n2nnc3c(=O)n(CC(=O)OCc4ccccc4)cnc32)c1,2%,12,0.17µM*,-1%,-7%,13%,-2
O=C(CN1C(=O)C(=O)c2ccccc21)c1ccccc1,1%,-5,-10%,-8%,-3%,17%,-2
CN(C)C(CNC(=O)Cc1cccc(C(F)(F)F)c1)c1ccco1 (centres undefined),17%,19,?,0%,5%,-28%,-3
O=C(NC[C@@H](O)CO)c1c(I)c(C(=O)NC[C@@H](O)CO)c(I)c(N(CCO)C(=O)CO)c1I,.,.,16%[12.8 µM],.,0%[33.2 µM],4%[12.8 µM],.
Cc1ccc(OCCn2c(Br)nc3c2c(=O)n(C)c(=O)n3C)cc1,0%,13,-7%,-1%,3%,?,-2
CN1CCN(c2nc(-c3ccc(Cl)cc3Cl)nc3ccccc23)CC1,-18%,-7,?,-4%,1%,?,1
CS(=O)(=O)N(CC(=O)NC1CC2CCC1C2)c1cccc(C(F)(F)F)c1 (centres undefined),21%,-15,?,8%,2%,-13%,-1
Cc1ccc(C)c(NC(=O)CSc2nnc(-c3ccncc3)o2)c1,1%,10,24%,0%,-2%,11%,-1
CC(C)CCN1CCN(Cc2cccc(-n3cccn3)c2)CC1CCO (centres undefined),0%,-11,?,-2%,1%,0%,9
Nc1scc2c(C(=O)N/N=C/c3ccc(Cl)cc3)nn(-c3ccccc3)c(=O)c12,18%,-6,5.2µM*,3%,-30%,?,-2
Cc1cccc(Cn2cc(/C=C(/C#N)C(=O)Nc3cccc(Cl)c3)c3ccccc32)c1,.,-11,.,.,-1%,.,14
CN(CC(=O)Nc1ccccc1Br)C(=O)c1ccccc1-c1nc2ccccc2s1,-6%,9,-6%,-1%,-1%,-12%,4

Reprinted from the part before: 2 compounds; new compounds follow.
Molecule,AMA1-RON2 inh,Shiga inhibitor,Pf growth 96h,LmPK inhibitor,TbPYK inhibitor,Pf growth 48h,CHX counter
Cc1cccc(Cn2cc(/C=C(/C#N)C(=O)Nc3cccc(Cl)c3)c3ccccc32)c1,.,-11,.,.,-1%,.,14
CN(CC(=O)Nc1ccccc1Br)C(=O)c1ccccc1-c1nc2ccccc2s1,-6%,9,-6%,-1%,-1%,-12%,4
CCOCCCN(C(=O)CNC(=O)c1ccco1)C(C(=O)NC1CCCC1)c1ccccc1C (centres undefined),11%,-7,?,0%,1%,-1%,0
COc1ccc(N/C(=C/[N+](=O)[O-])SC)cc1,2%,-13,?,8%,-3%,8%,-4
CC(C)Cn1c2c(c(=O)[nH]c1=O)C(NS(=O)(=O)c1ccc(Cl)cc1)(C(F)(F)F)C(=O)N2 (centres undefined),-7%,-13,?,1%,3%,1%,0
CCC1(C)NC(C(=O)O)Cc2c1[nH]c1ccccc21 (centres undefined),-4%,-3,0%,-2%,-8%,22%,-1
CCCCn1c(N)c(N(CC)C(=O)c2ccccc2F)c(=O)[nH]c1=O,6%,27,4%,-7%,0%,20%,28
CCOc1ccc(NC(=O)CCC(=O)O)cc1,-2%,-13,?,2%,2%,13%,-3
CC(OC(=O)CN1C(=O)C2CCCCC2C1=O)C(=O)Nc1ncc(Cl)cc1Cl (centres undefined),1%,-4,25%,-4%,1%,0%,-2
CCOC(=O)N1CCN(c2ncnc3scc(-c4ccc(Cl)cc4)c23)CC1,-9%,-7,?,4%,-2%,0%,8
Cc1nc([N+](=O)[O-])c(SCC(N)=O)n1Cc1ccccc1,-1%,-12,28%,-4%,0%,-5%,2
CCCCN(C)S(=O)(=O)c1ccc(C(=O)Nc2nnc(-c3cccs3)o2)cc1,.,21,-3%,2%,.,?,-4
CC(C)(C)C1CCc2c(sc3nc(SCC(N)=O)nc(N)c23)C1 (centres undefined),28%,43*,9.3µM*,-2%,1%,-19%,28*
O=C(NCCCN1CCCC1=O)c1ccc2c(=O)n(Cc3ccco3)c(=S)[nH]c2c1,20%,1,118%[activator],2%,?,?,-4
Nc1ccc(CCS(N)(=O)=O)cc1,-4%,-16,57%[activator],2%,4%,.,-6
CCOc1ccc(-n2c(-c3ccco3)nc3c(cnn3-c3ccc(C)cc3)c2=O)cc1,0%,-2,?,7%,1%,3%,-4
Cc1ccc(NC(=O)CNc2cccc(S(=O)(=O)N3CCCC3)c2)cc1F,-4%,.,5.2µM*,.,3%,9.3µM*,.
Cc1nn2c(=O)cc(COC(=O)c3c(F)cccc3Cl)nc2s1,-9%,.,?,.,0%,104%[activator],.
O=C(Nc1nccs1)c1ccc(-c2ccccc2Cl)o1,-7%,76*,16%,-4%,-6%,?,44*
O=C(NCC1CCOCC1)c1ccc(OC2CCN(Cc3ccccn3)CC2)cc1,44%[activator],-3,-5%,0%,4%,-6%,1
CC(C)c1ccc(OCC(=O)Nc2ccc3oc(=O)ccc3c2)cc1,10%,3,3.3µM*,-2%,2%,-14%,-3
CC1CCC2(CC1)NC(=O)c1ccccc1O2 (centres undefined),-8%,5,10%,3%,-7%,3%,-1
CC1CCCN(C(=O)CSc2ncccn2)C1 (centres undefined),6%,58,42%[activator],4%,-8%,48%[activator],11
CC1CC(C)CN(S(=O)(=O)N2CCCC(C(=O)NCc3ccccc3Cl)C2)C1 (centres undefined),9%,-7,68%[activator],4%,1%,-5%,-1
CCCc1[nH]nc2c1C(CCC)C(C#N)=C(N)O2 (centres undefined),5%,9,28%,-1%,-8%,-6%,-4
Cc1ccc(OCc2ccc([N+](=O)[O-])cc2)c([N+](=O)[O-])n1,-17%,-11,-12%,-1%,-4%,15%,-1
Cc1ccc(NC(=O)CC2OC(=O)c3ccccc32)cc1S(=O)(=O)N1CCCCCC1 (centres undefined),-3%,.,?,.,-9%,8.3µM*,.
O=C(N1CCOCC1)N1c2ccccc2Sc2ccccc21,1%,-10,?,-5%,-15%,-7%,-2
CCS(=O)(=O)N1CCN(c2ncnc3sc(C)c(C)c23)CC1,-6%,8,22%,-2%,0%,-1%,2
COc1ccc(C)cc1NC(=O)COC(=O)c1ccc([N+](=O)[O-])o1,6%,18,17%,-4%,0%,?,6
CC(C)(C)c1nnc(NC(=O)Cc2ccc(Br)cc2)s1,-1%,9,4%,1%,-2%,2%,8
COc1cc(OC)cc(C(=O)NC(C)CNc2ccc(Cl)cc2[N+](=O)[O-])c1 (centres undefined),-15%,1,23%,-8%,-1%,-13%,2
Cc1ccc(CC2CC(=O)N(c3ccc(Cl)cn3)C2=O)cc1 (centres undefined),0%,3,18%,4%,-11%,-7%,1
Cc1ccccc1Cn1c(C(C)O)nc2ccccc21 (centres undefined),-3%,-13,109%[activator],0%,-7%,?,-2
COc1ccc(N(CC(=O)N2CCN(c3ccccc3)CC2)S(=O)(=O)c2c(C)noc2C)cc1,-5%,-16,-28%,13%,0%,.,-2
O=S(=O)(NC(=NCc1ccccc1)c1ccccc1)c1ccc(Br)cc1,12%,-3,-16%,9%,-4%,4%,-1
CCOc1ccc(N=Nc2cc(C(C)C)ccc2O)cc1,-9%[2.32 µM],-7,27%,1%,0%,4%,1
O=C(COc1ccc2c3c(c(=O)oc2c1)CCC3)N1CCCC1,5%,-3,?,-1%,-1%,15%,-2
CC(NC(=O)c1ccc2c(c1)S(=O)(=O)N=C1CCCCCN12)c1ccc(S(N)(=O)=O)cc1 (centres undefined),5%,-9,29%,0%,-4%,9%,0
CN(CCCS(=O)(=O)[O-])c1ccc(/C=C/c2ccc3ccccc3[n+]2C)cc1,-1%,19,?,-5%,-11%,24%,8
Cc1nc2ccccc2c(=O)n1NC(=O)c1ccc(Cl)c(Cl)c1,1%,-2,?,0%,-4%,32%[activator],-1
Cc1cc(C)n2c(SCC(=O)NC3CCCCC3)nnc2n1,-1%,-13,37%[activator],2%,0%,17%,1
CC(C)CNC(=S)N(CCN(C)C)Cc1cc2cc3c(cc2[nH]c1=O)OCCO3,9%,-11,?,2%,0%,-19%,1
CN(CC(=O)Nc1cccc(S(=O)(=O)NC2=NCCC2)c1)Cc1cccc(F)c1,-6%,.,?,.,-8%,-29%,.
O=C(Nc1ccccc1Cl)c1cc(S(=O)(=O)N2CCCCC2)ccc1N1CCOCC1,-5%,-5,5.9µM*,-3%,7%,9.3µM*,-4
CC(C)CCNC(=O)Cn1c(=O)oc2cc(S(=O)(=O)N3CC(C)CC(C)C3)ccc21 (centres undefined),13%,-10,?,14%,1%,.,-7
Cc1cc(C)c(S(=O)(=O)N2CCOC2CNC(=O)C(=O)NCc2ccncc2)c(C)c1 (centres undefined),13%,7,0%,-5%,-14%,2%,-1
Cc1noc(C)c1CCC(=O)Nc1c(C(C)C)cccc1C(C)C,-2%,.,?,.,-4%,?,.
COc1ccccc1NC(=O)CN1CCN(CC(=O)Nc2ccc(F)cc2)CC1,-2%,-5,?,-7%,1%,?,-3
COc1cccc(C(=O)N2CCN(Cc3ccc4c(c3)OCO4)CC2)c1OC,-27%,-19,-22%,-6%,-15%,2%,-3
COC(=O)CCC(=O)COc1ccc(OC)cc1C#N,1%,40,260%[activator],-10%,-4%,237%[activator],23*
C=CCN(C(=O)c1ccc(Cl)cc1)c1ccccc1C(=O)NCC(=O)O,5%,-2,19%,5%,-2%,8%,2
N=c1c2c(n(Cc3ccc(F)cc3)c3c1CCC3)CCCC2,0%,-2,15%,1%,8%,?,2
CN(C)CCCNC(=O)c1ccc2[nH]c3ccccc3c2c1,11%,-2,69%[activator],1%,6%,?,-2
CSCCC(=O)N(C)CC1CCCN(CCc2cccc(C(F)(F)F)c2)C1 (centres undefined),2%,11,?,-10%,-1%,-10%,-5
O=C(c1ccccc1)C1Oc2ccccc2C2CC(c3cccs3)=NN12 (centres undefined),-11%,32,22%,4%,5%,?,-8
COc1ccc(/C=C2\Oc3cc(OC(=O)N4CCOCC4)ccc3C2=O)c(OC)c1,7%,24,?,5%,-1%,0%,3
COc1cccc(CN(CC2CCCO2)S(=O)(=O)c2ccc(S(=O)(=O)NCC3CCCO3)cc2)c1OC (centres undefined),-1%,19,?,9%,4%,.,-2
Cc1ccc(NC(=O)Cn2cnc3c(nnn3Cc3ccc(F)cc3)c2=O)cc1,-7%,18,-33%[1.15 µM],0%,2%,2%,-4

Some of the entries above in a different format.
SMILES: COc1cccc(CN(CC2CCCO2)S(=O)(=O)c2ccc(S(=O)(=O)NCC3CCCO3)cc2)c1OC (centres undefined)
  AMA1-RON2 inh: -1% | Shiga inhibitor: 19 | Pf growth 96h: ? | LmPK inhibitor: 9% | TbPYK inhibitor: 4% | Pf growth 48h: . | CHX counter: -2

SMILES: Cc1ccc(NC(=O)Cn2cnc3c(nnn3Cc3ccc(F)cc3)c2=O)cc1
  AMA1-RON2 inh: -7% | Shiga inhibitor: 18 | Pf growth 96h: -33%[1.15 µM] | LmPK inhibitor: 0% | TbPYK inhibitor: 2% | Pf growth 48h: 2% | CHX counter: -4

Screening data deposited in PubChem by National Center for Advancing Translational Sciences (NCATS).
